Assay outcomes (PubChem)
Avidin bead fluor = compound fluoresces at 488/530 nm on avidin beads; compound fluorescence 488/530 nm, flow cytometry; stronger effect = higher value; fluorescence (KMESF) at 10 µM; hit rate 0.38% among 220,000; AID 1775; in the data active = fluorescence above about 47; also: inactives centre near 10
Pf gamet viab = inhibitors of late stage P. falciparum gametocyte viability; P. falciparum stage V gametocytes, ATP luminescence, 24 h; inhibition, % at 10.9 µM; hit rate 0.065% among 150,000; AID 743093;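 active = inhibition above the mean plus 3 SD of compounds within the control limits, set per campaign, cut at about 38% in these data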;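 also: 0% = DMSO wells and 100% = medium only without gametocytes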
* = called active by the depositor. Some of the compounds tested (hit frequency here may not be typical).

Molecule	Avidin bead fluor	Pf gamet viab
COc1ccc(OCC(=O)Nc2cc(-c3nn(C)c(=O)c4ccccc34)ccc2N2CCOCC2)cc1	21	15
CCOC(=O)c1c(C)nc2c(c1-c1cc(OC)ccc1OC)C(=O)CC(C)(C)C2	8	2
Cc1ccc(-n2c(SCC(=O)N/N=C/c3ccccc3OCC(=O)O)nc3ccccc3c2=O)cc1	8	-17
CCCCCC(=O)Nc1ncc2c(n1)CC(c1cccs1)CC2=O (stereo not drawn)	6	-14
CCOc1ccc(C(=O)n2cnnc2N)cc1	5	-1
O=c1[nH]c(O)c(C=Nc2ccc(Cl)cc2Cl)c(=O)[nH]1	14	2
COC(=O)c1cccc(/C=N/NC(N)=S)c1O	8	8
NC(=O)[C@@H]1CC2(CC(c3cccc(NC(=O)[C@H]4CCC(=O)N4)c3)=NO2)CN1C(=O)COc1ccc(Cl)cc1 (stereo partly drawn)	7	-10
O=[N+]([O-])c1cccc(P(=O)(O)c2cccc([N+](=O)[O-])c2)c1	8	-2
O=c1[nH]c2ccsc2c(=O)n1CCO	6	7
CNc1ccc(Br)cc1C(O)c1ccccc1 (stereo not drawn)	4	2
Cc1cccc(C(=O)N[C@H](C(=O)Nc2cccc(S(=O)(=O)N3CCCC3)c2)C(C)C)c1	16	-5
Cc1ccc(C(=O)N/N=C/c2cn(Cc3ccccc3)c3ccccc23)cn1	5	5
CC(NC(=O)NNC(N)=S)(C(F)(F)F)C(F)(F)F	4	-6
O=S(=O)(c1ccc(NC(=S)NCc2cccnc2)cc1)N1CCCCC1	4	2
CN(C)c1ccc(/C=C2\SC(=O)N(CCc3nnc(N)s3)C2=O)cc1	6	-9
CCCc1ccc(C(=O)NNc2ccccc2F)cc1	5	-8
CCOC(=O)c1cnc(-n2nc(C)cc2C)nc1Oc1ccc(C#N)cc1	7	2
CCC1CCCCN1Cc1nc(Cc2ccccc2Cl)no1 (stereo not drawn)	5	-4
COc1cc(/C=N/NC(=O)Cn2cnc3c2c(=O)n(C)c(=O)n3C)cc(OC)c1OC	8	-14
O=C(CNC(=O)c1ccc(-c2ccccc2)cc1)Nc1ccc(S(=O)(=O)Nc2ncccn2)cc1	6	-22
COc1ccc(NS(=O)(=O)c2cc(NC(=O)c3cc(F)c(F)c(F)c3F)ccc2N2CCCC2)cc1	8	-1
CC(=O)Nc1nc(C)c(C(C)C)s1	3	-25
CC(/C=N/n1c(-c2cccnc2)n[nH]c1=S)=C\c1ccco1	5	20
O=C(Nc1nnc(-c2ccc(Cl)cc2)o1)Nc1ccccc1F	11	-5
CCn1c2ccccc2c2cc(CC(N)=O)ccc21	9	3
Cc1ccc(S(=O)(=O)N2CCCCC2)cc1NC(=O)c1ccccn1	8	4
COc1ccccc1NC(=O)Nc1nn(C)c2cccc(N(C)C)c12	6	-18
Nc1nnc(CC(=O)N/N=C/c2ccccc2OCc2ccc(F)cc2)s1	7	-13
COc1ccc(C)cc1-n1c(SCC(=O)Nc2cccc(C(=O)O)c2)nc2ccccc2c1=O	7	-12

Quoted at random: 5 entries already listed
Molecule	Avidin bead fluor	Pf gamet viab
COc1ccc(NS(=O)(=O)c2cc(NC(=O)c3cc(F)c(F)c(F)c3F)ccc2N2CCCC2)cc1	8	-1
CCCCCC(=O)Nc1ncc2c(n1)CC(c1cccs1)CC2=O (stereo not drawn)	6	-14
CC(=O)Nc1nc(C)c(C(C)C)s1	3	-25
O=c1[nH]c(O)c(C=Nc2ccc(Cl)cc2Cl)c(=O)[nH]1	14	2
CC(NC(=O)NNC(N)=S)(C(F)(F)F)C(F)(F)F	4	-6

(list continues)
Molecule	Avidin bead fluor	Pf gamet viab
COc1ccc(Nc2cc(=O)n(-c3ccccc3)c3c2c(=O)n(C)c(=O)n3C)cc1	10	5
CCn1cc(C(=O)O)c(=O)c2cc(F)c(N3CCN(C(=S)Nc4ccccc4OC)CC3)cc21	5	-12
CCOc1ccc(NN=C(C(=O)OC)C(=O)OC)c([N+](=O)[O-])c1	7	14
CC(C)(C)OC(=O)NCCc1nnc(SCC(=O)Nc2ccc(Br)cc2)o1	7	-19
COC(=O)c1c(-c2c(Cl)cccc2Cl)noc1C(=O)NNC(=O)N(C)C	7	-9
Cc1[nH]n(-c2ccccc2)c(=O)c1C=Nc1ccc(S(N)(=O)=O)cc1	7	-10
CC1(C)Cc2nc3oc4c(=O)n(CC(=O)Nc5cccc(Cl)c5)cnc4c3cc2CO1	5	19
CCCn1c(SCC(=O)NC2CCCC2)nnc1-c1ccccn1	7	-3
Cn1c(=O)c2c(ncn2CC(=O)Nc2nccs2)n(C)c1=O	9	-14
Cc1cccc(/N=C/c2c(C)[nH]n(-c3ccccc3)c2=O)n1	5	-13
COc1nc(/C=C/N(C)C)c([N+](=O)[O-])c(OC)n1	8	13
CCC(=O)c1ccc(NC(C)=O)cc1O	5	9
C#CCSc1nnnn1-c1ccc(OCC)cc1	6	-5
Cc1ccc(SC[C@H](Cc2ccccc2)N2CCN(CC(C)C)CCC2=O)cc1	10	23
CN(C)/C=C1\Cc2ccccc2C1=O	8	4
CCOC(=O)c1c(C)nc(C)c(C(=O)OCC)c1-c1ccco1	10	5
O=C(N=Nc1c(O)[nH]c2ccc(F)cc12)C1COc2ccccc2O1 (stereo not drawn)	6	14
Cc1nc2c(-c3ccc(F)cc3)c(C)nn2c(C)c1CCC(=O)Nc1ccccc1F	7	-6
O=C(O)c1cc(-c2ccc(/C=C3\NC(=O)N(c4ccccc4)C3=O)o2)ccc1Cl	5	-15
CCOC(=O)c1c(C)[nH]c(C(=O)N2CCCC(C(=O)c3ccccc3OC)C2)c1C (stereo not drawn)	5	9
COc1cccc(NC(C)(C)c2nnnn2-c2c(C)cccc2C)c1	7	-24
O=C(c1ccc(C(F)(F)F)cc1)n1ccc(-c2cccs2)n1	11	7
Cc1ccccc1-n1c([C@@H]2C[C@H]2c2ccccc2)n[nH]c1=S	3	4
CCn1cc(C(=O)O)c(=O)c2cc(F)c(N3CCN(C(=S)NC(=O)c4cccc(C)c4)CC3)cc21	8	7
N#Cc1ncc(Cl)c2ccccc12	7	9
O=C1/C(=C\c2ccc(O)cc2)SC(=S)N1/N=C/c1ccc(O)cc1	3	15
COc1ccc(NC(=O)Cn2nnc3sc4c(c3c2=O)CC(C)(C)OC4)cc1	4	1
COc1ccc(/C=C/c2nnc(NC(=O)c3ccco3)s2)cc1	3	3
O=C(/C=C/c1ccccc1)NC(=S)NNC(=O)c1cnccn1	8	8
O=c1[nH]c(=S)n(-c2cccc(Cl)c2)c(O)c1/C=N/N1CCOCC1	9	-14
Cc1ccc2c(c1)N=C(c1ccccc1)CC(C(Cl)Cl)=N2	4	5
O=C(c1n[nH]c(=O)c2ccccc12)N1CCN(Cc2ccc3c(c2)OCO3)CC1	8	-11
C/C(CC(=O)Nc1ccc(Cl)cc1Cl)=N\NC(=O)c1cnccn1	8	-20
CSc1nc(-c2cccs2)c(C#N)c(=O)[nH]1	6	21
COCCCN=Cc1c(-c2ccccc2)[nH]n(-c2nc3ccccc3s2)c1=O	9	21
CC(C)(C)c1ccc(NC(=O)N2CCN(c3ccc([N+](=O)[O-])cn3)CC2)cc1	6	10
C/C(O)=C(\C#N)P(=O)(c1ccccc1)c1ccccc1	6	-7
COC(Cn1c2c(c3cc(C)ccc31)CCCC2NCc1ccccc1)OC (stereo not drawn)	8	-3
COCc1cc(=O)[nH]c(-c2ccc(C(F)(F)F)cc2)n1	3	7
COC(=O)C/C=N/N=C1/NC(=O)/C(=C/C(=O)O)S1	7	-41
O=C(CSc1n[nH]c(=O)[nH]c1=O)Nc1ccc2c(c1)C(=O)c1ccccc1C2=O	4	-22
CCCNC(=O)c1ccc2c(=O)c(O)c(-c3ccc(Cl)c([N+](=O)[O-])c3)[nH]c2c1	7	19
COC(=O)c1cc2c(s1)-c1cc(F)ccc1OC2	4	20
CCOC(=O)c1sc(NC(=O)CNCc2ccccn2)c(C(=O)OCC)c1C	4	-6
COc1cccc(Oc2ccc(OC)cc2C(=O)O)c1	8	-18
COc1ccc(C2=NC(=O)NC2c2ccc(OC)cc2)cc1 (stereo not drawn)	3	0
Cc1occc1C(=O)N/N=C/c1ccc2c(c1)OCO2	10	10
COc1ccc(Nc2oc(-c3ccc(F)cc3)nc2C#N)cc1	4	-27
COC(=O)c1ccccc1N=Nc1c(C)n[nH]c1C	2	-12
COc1ccccc1CNC(=O)CCc1c(C)nc2cc(-c3ccccc3OC)nn2c1C	8	1
FC(F)C(F)(F)c1cc(-c2ccccc2)n[nH]1	4	-10
CCOC(=O)CN1C(=O)N[C@@H](c2ccc(Br)cc2)C(C(=O)OC)=C1C	8	-2
N#Cc1c(-c2ccccc2)c(-c2ccccc2)nn(CC(=O)NNC(=O)Nc2ccc(Cl)cc2)c1=O	6	-1
NNC(=O)c1ccc(Cn2cc(Cl)cn2)o1	5	-17
COc1ccccc1C(=O)C1CCCN(C(=O)CCn2cnnn2)C1 (stereo not drawn)	4	-7
COc1ccc(NC(=O)CSc2nc3ccc(OC)cc3[nH]2)cc1	9	-24
COc1ccc(/C=C(/NC(=O)c2ccco2)C(=O)N2CCc3ccccc32)cc1OC	7	15
Brc1ccc(-c2c[n+]3c(n2-c2ccccc2)SCC3)cc1	10	-10
COc1ccc(C2c3c(ncn(CCCO)c3=N)Oc3ccc4ccccc4c32)cc1 (stereo not drawn)	4	7
CCOC(=O)c1c[nH]n2c(=O)cc(C)nc12	6	-2

4 structures already listed, sorted by SMILES length, lowest first:
Molecule	Avidin bead fluor	Pf gamet viab
CCC1CCCCN1Cc1nc(Cc2ccccc2Cl)no1 (stereo not drawn)	5	-4
CC(NC(=O)NNC(N)=S)(C(F)(F)F)C(F)(F)F	4	-6
Brc1ccc(-c2c[n+]3c(n2-c2ccccc2)SCC3)cc1	10	-10
O=C(c1ccc(C(F)(F)F)cc1)n1ccc(-c2cccs2)n1	11	7

A few values from the list.
`Cc1cccc(C(=O)N[C@H](C(=O)Nc2cccc(S(=O)(=O)N3CCCC3)c2)C(C)C)c1` – Avidin bead fluor: 16
`O=C(Nc1nnc(-c2ccc(Cl)cc2)o1)Nc1ccccc1F` – Avidin bead fluor: 11

The results go on:
Molecule	Avidin bead fluor	Pf gamet viab
COc1ccc(C2CC(=O)C=C(NCc3ccccc3)C2)cc1 (stereo not drawn)	7	3
O=C(Cc1n[nH]c(=O)[nH]c1=O)N/N=C/c1cccc(Cl)c1	5	11
NS(=O)(=O)c1ccc(CCNC(=O)CC(NC(=O)c2ccccc2Cl)c2ccccc2)cc1 (stereo not drawn)	6	0
CC1=Nc2ccccc2N=C(NC(=O)CSC(=S)N2CCN(C)CC2)C1c1ccccc1 (stereo not drawn)	4	-25
NS(=O)(=O)c1ccc(CCNC(=O)C2CCN(S(=O)(=O)c3c(Cl)cccc3Cl)CC2)cc1	9	2
COc1ccc2nc(/C=N/NC(=O)CCCCCNC(=O)OC(C)(C)C)ccc2c1	8	29
C/C(=N\NC(N)=S)c1ccccc1	7	2
Cc1cc(=O)oc2cc(NS(=O)(=O)c3ccccc3)ccc12	8	10
CC1(C)CC(=O)C(CC2C(=O)CC(C)(C)CC2=O)C(=O)C1	7	0
Cc1csc2c(=O)sc(NC(=O)c3ccco3)nc12	6	10
CCc1nc(NCCO)c(C#N)c2c1CSC(C)(C)C2	16	10
Cc1cc(C)cc(N(CC(=O)NC2CCCCCC2)S(=O)(=O)c2c(C)[nH]c(=O)[nH]c2=O)c1	8	-10
O=C1NC(=S)N/C1=C\C=C\c1ccccc1	9	7
Cc1ccc(S(=O)(=O)N2CCN(C(=O)Cn3nc(C(=O)O)c4ccccc4c3=O)CC2)cc1	3	-8
Cc1c(C)[n+](=O)c2c(n1[O-])C(Br)CCC2Br (stereo not drawn)	4	0
CN(C)Cc1c(O)ccc2ccccc12	6	-20
CSC1=NCCN1C(=O)c1c(-c2c(F)cccc2Cl)noc1C	5	7
Cc1ccc2[nH]c(=O)c3cc(C(=O)N(C)c4ccc(C)c(C)c4)sc3c2c1	15	9
COc1cc([N+](=O)[O-])cc(/C=N/NC(=O)c2cc(-c3ccccc3)nc3ccccc23)c1O	4	-17
COc1ccc(C2C3=C(CCCC3=O)Nc3n[nH]c(C)c32)cc1OC (stereo not drawn)	6	-3
O=C(CC1C(=O)NCCN1Cc1c(F)cccc1Cl)NCCCn1cccn1 (stereo not drawn)	7	2
COc1ccc(-n2c3c(c(=O)[nH]c2=O)C(NS(=O)(=O)c2ccc(Cl)cc2)(C(F)(F)F)C(=O)N3)cc1 (stereo not drawn)	7	-18
C/C(=N\Nc1ccc(C#N)cc1[N+](=O)[O-])c1ccc(O)cc1	8	11
Cc1cccc(NC(=O)c2cc3c(s2)-c2c(C)cccc2OC3)n1	6	11
COCCN1C(=O)C(=O)/C(=C(/O)c2ccc(S(=O)(=O)N3CCOCC3)cc2)C1c1ccc(O)cc1 (stereo not drawn)	6	18
COC(=O)Cc1c(C)c2ccc(OC(C)C)cc2oc1=O	7	8
CNC(=O)Cn1c(C)cc(=O)c2cccc(C)c21	6	4
COc1ccc(/C=N/NC(=S)Nc2ccccc2)cc1COc1cccc(C)c1C	7	-10
O=C(NNc1c(Cl)cncc1Cl)c1cccs1	3	8
Cn1c(=O)c2c(SCc3ccccc3)nc(C3CC3)nc2n(C)c1=O	5	8
CCOC(=O)c1c(-c2ccc(Cl)cc2)csc1NC(=O)CNCc1ccco1	8	-16
